Assay outcomes as filed in PubChem BioAssay.
M1 ag: human M1 muscarinic receptor agonists, primary screen, Fluo-8 calcium fluorescence, CHO-K1 cells, HTS; 360,000 compounds, 0.33% hits; CHO-K1 hM1, agonist mode; 0% DMSO, 100% acetylcholine EC100; activation, % at 3 µM; Muscarinic acetylcholine receptor M1 (Homo sapiens), P11229;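 active means activation above the run's mean compound activation plus 3 SD, cut at about 16% in these data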;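 further: peak over basal fluorescence ratio within a 140 s kinetic read after compound addition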
Target sequence (P11229 whole entry, looked up): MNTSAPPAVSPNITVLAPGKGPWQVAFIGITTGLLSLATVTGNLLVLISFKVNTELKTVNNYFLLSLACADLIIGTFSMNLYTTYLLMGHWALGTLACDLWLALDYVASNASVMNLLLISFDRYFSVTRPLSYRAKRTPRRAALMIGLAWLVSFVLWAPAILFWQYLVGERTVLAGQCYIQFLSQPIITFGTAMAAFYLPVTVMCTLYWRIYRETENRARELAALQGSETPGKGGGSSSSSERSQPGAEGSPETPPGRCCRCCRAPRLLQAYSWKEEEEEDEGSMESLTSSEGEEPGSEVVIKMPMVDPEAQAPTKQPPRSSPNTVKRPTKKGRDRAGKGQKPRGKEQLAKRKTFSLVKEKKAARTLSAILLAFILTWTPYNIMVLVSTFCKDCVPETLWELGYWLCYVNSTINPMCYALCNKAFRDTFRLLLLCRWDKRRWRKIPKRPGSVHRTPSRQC
V1R ag counter: agonists of human V1a receptor, primary screen, counter-screen for OXTR agonist project, fluorescence, CHO-V1R cells; activation, % at 3 µM; Fluo-8 calcium fluorescence, agonist mode; 0% DMSO, 100% 3 nM vasopressin; 320,000 compounds, 0.25% hits; AID 2797, 2010;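 active means activation above the mean activation of all tested compounds plus 3 SD, per screening run, cut at about 20% in these data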;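 further: signal is peak over basal fluorescence ratio across a 100 second FLIPR read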
OXTR potentiate: human OXTR potentiators, primary screen, fluorescence, CHO-OTR cells, Fluo-8 calcium. Oxytocin receptor (Homo sapiens), P30559. Fluo-8 calcium fluorescence, potentiator mode; 0% = oxytocin EC15, 100% = EC100. activation, % at 3 µM. 320,000 compounds, 0.061% hits. AID 2445, 2010;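 active means activation above that plate's cutoff, the mean activation of tested compounds plus 3 SD, cut at about 6.6% in these data, passing the limit was not always enough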;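 further: 100% uses oxytocin at 75 nM as the full agonist control; some results filed as inactive read as strong as hits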
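Assay system: CHO cell line stably expressing human OTR | Also added: Oxytocin at about EC15, sub-maximal agonist stimulus | Times: Compound 6 min at room temperature before oxytocin, 100 s read | Measured by: Fluo-8 intracellular calcium fluorescence, ex 470-495, em 515-575 nm | Controls: EC15 oxytocin alone as 0%, 75 nM oxytocin as 100%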
CHO parental Ca: ATP-evoked calcium signal inhibitors, parental CHO, primary screen, counter-screen for OX1R antagonist project, cell-based, fluorescence, Fluo-8 calcium dye; parental CHO-K1, ATP-induced calcium, Fluo-8 fluorescence; inhibition, % at 5.6 µM; 330,000 compounds, 0.63% hits;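 active means inhibition above that plate's mean sample inhibition plus 3 SD, cut at about 26% in these data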;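 further: 0% = ATP-challenged DMSO wells and 100% = DMSO wells without ATP; some compounds past the cut are filed as inactive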
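Assay system: untransfected parental CHO cell line. Also added: ATP agonist challenge. Dosing: one dose, 5.6 µM nominal. Measured by: Fluo-8 fluorescence. Read-out: % inhibition. Benchmarks: ATP wells versus no-ATP DMSO wells. Repeats: no replicates.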
CHO-K1 Ca antag: nonselective inhibitor or artifact in parental CHO-K1 cells; ATP-induced calcium, Fluo-8 fluorescence; inhibition, % at 3 µM; 360,000 compounds, 0.6% hits; AID 602250;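 active means inhibition above a per-plate cutoff, the plate's mean sample inhibition plus 3 SD, cut at about 24% in these data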;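 further: 0% = DMSO plus EC80 ATP and 100% = DMSO alone without ATP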
CHO-K1 Ca PAM: nonselective calcium activators in parental CHO-K1 cells, primary screen, counter-screen for M1 PAM project, cell-based, Fluo-8 calcium fluorescence, full deck, 1536-well; ATP EC20; 0% at ATP EC20, 100% at ATP max; activation, % at 3 µM; 360,000 compounds, 0.02% hits;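 active means activation above the run cutoff, the mean activation of all test compounds plus 3 SD, cut at about 40% in these data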;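 further: peak over basal fluorescence ratio in a 140 s read after ATP addition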
M1 ag parental: counter-screen for M1 agonists: effect in parental CHO-K1 cells; Fluo-8 calcium fluorescence; scaled to maximal ATP response, vehicle zero; activation, % at 3 µM; 360,000 compounds, 0.48% hits; in the data active means activation above about 15%;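 further: untransfected CHO-K1 host cells lacking M1 receptor as counterscreen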
TAAR1 antagonist: human TAAR1 antagonists, primary screen, Fluo-8 calcium fluorescence, CHO RD-HGA16 cells; Trace amine-associated receptor 1 (Homo sapiens), Q96RJ0; antagonist; inhibition, % at 3 µM; 360,000 compounds, 1.5% hits; AID 624466, 2012;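 active means inhibition above a per-plate cutoff, the mean inhibition of test compounds on that plate plus 3 SD, cut at about 49% in these data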;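 further: 0% = DMSO plus EC80 beta-PEA response and 100% = DMSO alone without agonist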
Target sequence (Q96RJ0 whole entry, looked up): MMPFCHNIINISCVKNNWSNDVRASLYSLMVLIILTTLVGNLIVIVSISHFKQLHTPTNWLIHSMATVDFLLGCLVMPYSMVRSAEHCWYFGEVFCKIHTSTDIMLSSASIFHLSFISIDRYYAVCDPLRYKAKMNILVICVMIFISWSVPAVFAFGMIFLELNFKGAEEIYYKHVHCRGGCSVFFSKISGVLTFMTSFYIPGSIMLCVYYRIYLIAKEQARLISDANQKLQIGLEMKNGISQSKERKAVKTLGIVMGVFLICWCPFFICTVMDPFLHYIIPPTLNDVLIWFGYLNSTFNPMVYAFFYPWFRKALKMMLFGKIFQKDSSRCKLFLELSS
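System: RD-HGA16 CHO cells with stable hTAAR1 and Gα16 | Probe or stimulus: EC80 β-phenethylamine stimulus | Dosing: 3 µM, single point | Times: Dye loading 75 min at 37 °C, then 30 min room temperature | Measured by: Fluo-8 calcium-sensitive fluorescence | Read-out basis: % inhibition of agonist calcium response | Replicates: n of 1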
TAAR1 agonist: human TAAR1 agonists, primary screen, Fluo-8 calcium fluorescence, CHO RD-HGA16 cells; vehicle wells 0%, saturating PEA agonist 100%; 360,000 compounds, 0.99% hits; AID 624467, 2012; activation, % at 3 µM; Trace amine-associated receptor 1 (Homo sapiens), Q96RJ0;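 active means activation above the mean activation of all test compounds in the run plus 3 SD, cut at about 38% in these data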
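Test system: RD-HGA16 (CHO) cells co-expressing Gα16 and hTAAR1 / Benchmarks: DMSO vehicle as 0%, PEA at EC100 as 100% / Repeats: no replicates (n 1) / Measure: % activation from peak over basal fluorescence ratio, DMSO-to-PEA scaled / Timing: 17-24 h plating, Fluo-8 75 min 37 °C, 30 min RT / Technique: kinetic Fluo-8 calcium fluorescence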
Active calls of the source: *.

`CCN(CC)CCN(C(=O)Cn1nnc(-c2ccc(C)o2)n1)C(C(=O)NC1CCCC1)c1ccc(F)cc1` (centres undefined) gave M1 ag -10, CHO-K1 Ca antag -6, CHO-K1 Ca PAM -1, M1 ag parental 0.2, TAAR1 antagonist -2 and TAAR1 agonist -2.
COc1cccc(Oc2cc(Cl)nc(N)n2)c1 was read as M1 ag -2, V1R ag counter 1.2, OXTR potentiate -2, CHO parental Ca -8, CHO-K1 Ca antag -10, CHO-K1 Ca PAM 25, M1 ag parental 1.6, TAAR1 antagonist 4 and TAAR1 agonist 3.
For O=C(CN1C(=O)c2ccccc2S1(=O)=O)c1ccccc1Cl the results were M1 ag -1, V1R ag counter 2.4, OXTR potentiate -9, CHO parental Ca -6, CHO-K1 Ca antag -5, CHO-K1 Ca PAM 24, M1 ag parental 1.9, TAAR1 antagonist -3 and TAAR1 agonist 1.
`CCC(Br)C(=O)Nc1ccc(OC)cc1` (centres undefined) gave M1 ag -6, V1R ag counter -0.2, OXTR potentiate -4, CHO parental Ca -4, CHO-K1 Ca antag 6, CHO-K1 Ca PAM 2, M1 ag parental 0.0, TAAR1 antagonist 3 and TAAR1 agonist 1.
`CN(CCc1ccccn1)C(=O)CCc1nnc(CCCc2ccccc2)o1` gave M1 ag -3, V1R ag counter -0.8, OXTR potentiate 0, CHO parental Ca 4, CHO-K1 Ca antag -1, CHO-K1 Ca PAM -16, M1 ag parental 0.4, TAAR1 antagonist 10 and TAAR1 agonist 8.
Screening N#Cc1ccsc1NC(=O)CCS(=O)(=O)c1ccccc1 returned M1 ag 0, V1R ag counter 0.2, OXTR potentiate -9, CHO parental Ca 1, CHO-K1 Ca antag 0, CHO-K1 Ca PAM -9, M1 ag parental 0.2, TAAR1 antagonist -4 and TAAR1 agonist 2.
O=C(Nc1cccc(-n2cnnn2)c1)c1ccc(OC(F)(F)F)cc1 was read as M1 ag 4, V1R ag counter 3.7, OXTR potentiate -17, CHO parental Ca 11, CHO-K1 Ca antag 11, CHO-K1 Ca PAM -5, M1 ag parental 12, TAAR1 antagonist -6 and TAAR1 agonist 4.
Screening C/C(=C\c1ccccc1F)C1Nc2cccc3cccc(c23)N1 returned M1 ag 0, V1R ag counter 0.6, OXTR potentiate -2, CHO parental Ca -2, CHO-K1 Ca antag -22, CHO-K1 Ca PAM 9, M1 ag parental 1.2, TAAR1 antagonist 3 and TAAR1 agonist 0.
Screening Cc1ccc(S(=O)(=O)N2CCCCC2)cc1C(=O)NCc1ccccn1 returned M1 ag 0, V1R ag counter 0.9, OXTR potentiate -2, CHO parental Ca 4, CHO-K1 Ca antag -12, CHO-K1 Ca PAM -15, M1 ag parental 0.9, TAAR1 antagonist 0 and TAAR1 agonist 2.
COc1ccc(S(=O)(=O)N2CCN(C(=O)c3cc(-c4ccc(Br)cc4)n[nH]3)CC2)cc1OC was read as M1 ag -2, V1R ag counter 9.8, OXTR potentiate -13, CHO parental Ca 23, CHO-K1 Ca antag 0, CHO-K1 Ca PAM 4, M1 ag parental 5.1, TAAR1 antagonist 62* and TAAR1 agonist 10.
For CCOc1ccc(C2NC(=O)c3ccccc3O2)cc1OC (centres undefined) the results were M1 ag 3, V1R ag counter 0.3, OXTR potentiate -6, CHO parental Ca -5, CHO-K1 Ca antag -1, CHO-K1 Ca PAM 12, M1 ag parental 0.5, TAAR1 antagonist -9 and TAAR1 agonist 1.
For O=C(CCc1nnc(Cc2c[nH]c3ccccc23)o1)NCC1CC12CCCCC2 (centres undefined) the results were M1 ag -5, V1R ag counter -0.4, OXTR potentiate -4, CHO parental Ca -29, CHO-K1 Ca antag 5, CHO-K1 Ca PAM -10, M1 ag parental 0.5, TAAR1 antagonist 9 and TAAR1 agonist 6.
CCOC(=O)Cn1c(=O)c2c(nc(Br)n2CC(=O)OCC)n(C)c1=O was read as M1 ag -4, V1R ag counter 0.2, OXTR potentiate -6, CHO parental Ca -2, CHO-K1 Ca antag -10, CHO-K1 Ca PAM 2, M1 ag parental 0.0, TAAR1 antagonist -7 and TAAR1 agonist 5.
`CC(=O)CC1(C)OC(N)=C(C#N)C1(C#N)C#N` (centres undefined) gave M1 ag 0, V1R ag counter 1.7, OXTR potentiate -4, CHO parental Ca -2, CHO-K1 Ca antag -14, CHO-K1 Ca PAM 17, M1 ag parental 0.7, TAAR1 antagonist -9 and TAAR1 agonist 6.
NS(=O)(=O)c1ccc(CCNC(=O)CSc2nc3ccccc3c3nc(CCN4CCCCC4)nn23)cc1 was read as M1 ag -7, V1R ag counter -0.1, OXTR potentiate -5, CHO parental Ca 2, CHO-K1 Ca antag -8, CHO-K1 Ca PAM 0, M1 ag parental 1.9, TAAR1 antagonist -6 and TAAR1 agonist 10.
`COc1ccc(C2=NOC(C(=O)NCCCN3CCOCC3)C2)cc1` (centres undefined) gave M1 ag -8, V1R ag counter -0.1, OXTR potentiate -4, CHO parental Ca -4, CHO-K1 Ca antag 5, CHO-K1 Ca PAM -4, M1 ag parental -0.2, TAAR1 antagonist -1 and TAAR1 agonist 3.
For Cc1ccc(S(=O)(=O)/C(C#N)=C/c2c(N3CCC(C(N)=O)CC3)nc3ccccn3c2=O)cc1 the results were M1 ag -6, V1R ag counter -0.5, OXTR potentiate -2, CHO parental Ca -3, CHO-K1 Ca antag -2, CHO-K1 Ca PAM 20, M1 ag parental 0.4, TAAR1 antagonist -9 and TAAR1 agonist 4.
CC1(CCc2ccccc2)NC(=O)N(CC(=O)Nc2ccc(OC(F)F)cc2)C1=O (centres undefined) was read as M1 ag -2, V1R ag counter 0.7, OXTR potentiate -2, CHO parental Ca -13, CHO-K1 Ca antag -24, CHO-K1 Ca PAM 13, M1 ag parental 1.4, TAAR1 antagonist -1 and TAAR1 agonist 4.
CCC1CCCCN1C(=S)Nc1ccc(S(=O)(=O)Nc2ncccn2)cc1 (centres undefined) was read as M1 ag 0, V1R ag counter 1.1, OXTR potentiate -8, CHO parental Ca -8, CHO-K1 Ca antag 2, CHO-K1 Ca PAM -9, M1 ag parental 0.2, TAAR1 antagonist -10 and TAAR1 agonist 0.
`COC(=O)c1ccc2nc(-c3ccc(F)cc3)c(Cc3ccccc3C(F)(F)F)n2c1` gave CHO-K1 Ca antag -4, CHO-K1 Ca PAM 4, M1 ag parental -0.2, TAAR1 antagonist -18 and TAAR1 agonist 1.
For CC(=O)N1CCN(C(=O)CSc2cc(C)c(Br)cc2C)CC1 the results were M1 ag -3, V1R ag counter 0.8, OXTR potentiate -7, CHO parental Ca -12, CHO-K1 Ca antag -16, CHO-K1 Ca PAM -8, M1 ag parental 3.0, TAAR1 antagonist -24 and TAAR1 agonist 6.
`O=C(Nc1ccccc1)C1CCCN(S(=O)(=O)c2ccc(-n3cnnn3)cc2)C1` (centres undefined) gave M1 ag -3, V1R ag counter 1.2, OXTR potentiate -6, CHO parental Ca -9, CHO-K1 Ca antag -9, CHO-K1 Ca PAM 16, M1 ag parental 1.2, TAAR1 antagonist -3 and TAAR1 agonist 3.
For CC1(C(=O)NS(=O)(=O)c2cccs2)CCN1C(=O)CC1CCCC1 (centres undefined) the results were M1 ag 4, CHO-K1 Ca antag -1, CHO-K1 Ca PAM -2, M1 ag parental 0.1, TAAR1 antagonist 9 and TAAR1 agonist 0.
O=C(Nc1ccc(Oc2ncnc3cc(Cl)ccc23)nc1)Nc1cccc(C(F)(F)F)c1 was read as M1 ag -1, V1R ag counter -1.8, OXTR potentiate -3, CHO parental Ca -12, CHO-K1 Ca antag 7, CHO-K1 Ca PAM -11, M1 ag parental 0.8, TAAR1 antagonist -1 and TAAR1 agonist 3.
`Cc1csc(Nc2ccc(C(=O)O)cc2)n1` gave M1 ag -1, V1R ag counter 0.0, OXTR potentiate -3, CHO parental Ca -2, CHO-K1 Ca antag -8, CHO-K1 Ca PAM 10, M1 ag parental 0.0, TAAR1 antagonist -4 and TAAR1 agonist -3.
`CCCCn1c(N)c(N(CCC(C)C)C(=O)C2CC(=O)N(c3ccc4c(c3)OCCO4)C2)c(=O)[nH]c1=O` (centres undefined) gave M1 ag -1, V1R ag counter -0.2, OXTR potentiate -3, CHO parental Ca -21, CHO-K1 Ca antag 5, CHO-K1 Ca PAM 17, M1 ag parental 0.7, TAAR1 antagonist -11 and TAAR1 agonist 1.
Screening C=COc1ccc(N2C(=O)c3ccccc3OC2C)cc1 (centres undefined) returned M1 ag -9, V1R ag counter -0.2, OXTR potentiate -9, CHO parental Ca 3, CHO-K1 Ca antag -4, CHO-K1 Ca PAM 13, M1 ag parental 1.0, TAAR1 antagonist -18 and TAAR1 agonist -2.
COc1ccc(Cc2c(Cl)ncnc2Cl)cc1 was read as M1 ag -4, V1R ag counter -0.1, OXTR potentiate -3, CHO parental Ca -6, CHO-K1 Ca antag -6, CHO-K1 Ca PAM 20, M1 ag parental 0.7, TAAR1 antagonist -18 and TAAR1 agonist 8.
For Cc1ccc(S(=O)(=O)NCCC(=O)NC2CCCCCC2)cc1C the results were M1 ag -5, V1R ag counter -0.4, OXTR potentiate -7, CHO parental Ca -16, CHO-K1 Ca antag -27, CHO-K1 Ca PAM 9, M1 ag parental 1.7, TAAR1 antagonist -8 and TAAR1 agonist 1.
For COc1ccc(/C=N/NC(=O)C(=O)/C=C2\NC3(CCCC3)Cc3ccccc32)cc1 the results were M1 ag 14, V1R ag counter -0.4, OXTR potentiate -13, CHO parental Ca -24, CHO-K1 Ca antag 5, CHO-K1 Ca PAM 2, M1 ag parental 0.8, TAAR1 antagonist -8 and TAAR1 agonist 5.
